HER2 expr 66K: Her2 kinase expression inhibition. SKBR-3 HER2 protein level, AlphaScreen, 18-24 h; active compounds read low. actives 0.69% (n = 65,000). HER2 level % of control, % at 10 µM. P04626;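 active = HER2 level under 5% of the carrier-only control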;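 also: 100% = DMSO carrier and 0% = 500 nM PU-H71 HSP90 inhibitor; lower value means stronger loss of Her2 protein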
Cdc25B block: inhibitors of human Cdc25B phosphatase; P30305; recombinant Cdc25B, OMFP fluorescence Ex485/Em525; inhibition, %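 (compounds tested at 10 µM final in the well)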; actives 0.1% (n = 65,000); in the data active = inhibition above about 50%
Target sequence (P30305 whole entry, looked up): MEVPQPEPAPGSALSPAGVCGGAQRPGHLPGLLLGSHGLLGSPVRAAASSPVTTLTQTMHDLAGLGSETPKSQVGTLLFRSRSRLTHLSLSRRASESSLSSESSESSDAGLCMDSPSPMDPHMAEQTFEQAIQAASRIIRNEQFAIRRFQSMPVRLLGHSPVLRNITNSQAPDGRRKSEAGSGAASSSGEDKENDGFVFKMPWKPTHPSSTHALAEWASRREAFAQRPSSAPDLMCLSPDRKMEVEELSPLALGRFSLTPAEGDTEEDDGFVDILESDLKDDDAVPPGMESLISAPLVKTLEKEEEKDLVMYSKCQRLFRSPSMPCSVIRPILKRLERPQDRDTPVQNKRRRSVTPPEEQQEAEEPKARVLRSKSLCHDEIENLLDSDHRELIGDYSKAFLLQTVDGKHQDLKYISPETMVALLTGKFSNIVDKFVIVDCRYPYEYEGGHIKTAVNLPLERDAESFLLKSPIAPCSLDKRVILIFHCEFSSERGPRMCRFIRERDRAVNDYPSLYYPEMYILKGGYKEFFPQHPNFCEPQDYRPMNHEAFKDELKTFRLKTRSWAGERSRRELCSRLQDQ
ROCK2 inh: blocks human Rho kinase 2 activity; O75116; purified ROCK2, Kinase-Glo ATP depletion luminescence; inhibition, % at 6 µM; actives 0.35% (n = 60,000);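 active = inhibition above the screen-wide mean inhibition plus 3 SD, cut at about 18% in these data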;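 also: plate controls were DMSO wells for no effect and Y-27632 control wells after no-enzyme background subtraction for full effect; many of its hits are not listed in these tables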
PKA kinase inh: PKA (human) kinase inhibition; inhibition, % at 6 µM; AID 524; PKA Kemptide phosphorylation, Kinase-Glo ATP luminescence; P17612; actives 0.1% (n = 65,000);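 active = inhibition above the screen-wide mean inhibition plus 3 SD, cut at about 21% in these data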; also: many of its hits are not listed in these tables
DUSP1 inh: blocks human MKP-1 phosphatase activity | recombinant MKP-1, OMFP hydrolysis fluorescence | inhibition, %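 (compounds tested at a single concentration somewhere between 10 and 100 µM)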 | actives 0.15% (n = 65,000) | AID 374;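 active = inhibition above about 50%, limit read from the data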;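 also: 0% = DMSO max control wells and 100% = wells with enzyme stopped by NaOH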
Target sequence (P28562 whole entry, looked up): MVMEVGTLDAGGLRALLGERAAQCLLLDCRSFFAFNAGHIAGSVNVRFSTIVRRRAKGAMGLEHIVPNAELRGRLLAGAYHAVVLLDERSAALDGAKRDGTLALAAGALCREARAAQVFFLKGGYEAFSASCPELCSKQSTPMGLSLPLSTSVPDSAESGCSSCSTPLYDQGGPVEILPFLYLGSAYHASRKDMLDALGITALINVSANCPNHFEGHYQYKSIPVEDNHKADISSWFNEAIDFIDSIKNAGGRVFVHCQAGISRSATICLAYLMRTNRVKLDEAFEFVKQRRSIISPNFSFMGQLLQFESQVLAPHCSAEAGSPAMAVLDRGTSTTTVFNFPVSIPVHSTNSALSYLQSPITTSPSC
Hsp90 block: displaces geldanamycin probe from tumor Hsp90; P07900; NCI-N417 lysate Hsp90, Cy3B-geldanamycin FP displacement; inhibition, % at 30 µM; actives 0.35% (n = 64,000); AID 429;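 active = inhibition above 50%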;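 also: 0% = tracer plus lysate wells and 100% = tracer alone without lysate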
Abs 340nm: compound absorbs light at 340 nm. fold change at 10 µM. compound absorbance at 340 nm, fold over control. 65,000 tested, under 10 active;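 active = at 10 µM dose, initial 340 nm absorbance at least 2 fold that of control wells; inactive = change under 2 fold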;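 also: initial absorbance extrapolated from kinetic A340 decline of NADH oxidation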
Fluor 339 460: intrinsic fluorescence of library compounds, ex339/em460 – biochemical, MLSMR library, data from DPM-DC assay, artefact control, profiling panel | compound autofluorescence, ex339/em460 nm, NADH buffer; active compounds read high; 1 = no-compound wells, NADH background | fluorescence fold increase at 10 µM | actives 5.5% (n = 65,000) | AID 709;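 active = at 10 µM, mean starting fluorescence two-fold or more over control wells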;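 also: signal is the first read of a kinetic run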
JNK3 blocker: JNK3 (human) kinase inhibition. actives 0.61% (n = 60,000). AID 746. inhibition, % at 8 µM. purified JNK3 kinase activity, HTS; in the data active = inhibition above about 17%;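 also: 0% = DMSO and 100% = reference inhibitor; many of its hits are not listed in these tables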
* marks the source's active call; other numbers are inactive results; · = not tested or not shown. The list is partial; rates above refer to the full screens.

Values run as follows: JNK3 blocker | DUSP1 inh | Fluor 339 460 | HER2 expr 66K | PKA kinase inh | ROCK2 inh | Hsp90 block | Abs 340nm | Cdc25B block
- Cc1ccc2c(c1)C1(C(=O)N2C)N2CC3(C)CN1CC(C)(C2)C3=O (stereo not drawn)
 : -7 | -3 | 1 | 108 | 8 | 4 | -6 | 1 | -7
- NC[C@@]12CCCC1C1CCC2C1 (stereo partly drawn)
 : 8 | -15 | 1.2 | 105 | 1 | -3 | 1 | 1.1 | 4
- COc1ccc(CNCC(O)COCc2cccs2)cc1 (stereo not drawn)
 : 7 | -2 | 1.1 | 95 | -4 | 1 | 1 | 1.1 | -1
- O=C(NC1CC1)c1ccc(CSCc2cccc(F)c2)o1
 : 6 | -1 | 1.1 | 73 | 6 | 6 | -5 | 1 | -2
- Cc1cc(-c2nsc(=O)o2)c(S(C)(=O)=O)s1
 : 0 | -1 | 1.1 | 88 | -2 | 3 | -3 | 0.99 | 0
- CCN(CC)C(=O)c1n[nH]c(=O)c2ccccc12
 : -1 | -1 | 1.1 | 82 | 2 | 2 | 2 | 1 | -13
- CCCn1c(NCc2cccs2)nc2ccccc21
 : 4 | 9 | 1.1 | 105 | 9 | 4 | 1 | 1.1 | -18
- O=C(CCN1CCN(c2ccccc2)CC1)Nc1ccc2c(c1)OCO2
 : -3 | -3 | 1.1 | 90 | 9 | 7 | 0 | 1 | -15
- CCOC(=O)N1CCN(C(=O)CNS(=O)(=O)c2cccs2)CC1
 : · | 11 | 1.1 | 76 | -7 | · | · | 1.1 | -4
- CCOc1ccc(N2CCCCn3c2nc2c3c(=O)[nH]c(=O)n2C)cc1
 : · | 8 | 1.1 | 118 | 3 | · | · | 1 | -8
- COc1cccc(CNC(=O)Cn2cc3c(n2)CCCC3)c1
 : -6 | 11 | 1.1 | 94 | 6 | 4 | -5 | 1.1 | 1
- Cc1cc(NC(=O)CSc2nnc(Cc3ccccc3)o2)no1
 : -1 | 20 | 1 | 96 | 6 | 5 | 3 | 1 | -9
- Cn1c(SCc2ccc(C#N)cc2)nnc1-c1cccc(Cl)c1
 : 3 | -30 | 1.2 | 120 | 12 | 4 | -2 | 1 | -5
- COC(=O)c1c(NC(=O)CSc2nnnn2-c2ccccc2)sc2c1CCCC2
 : 3 | 3 | 1.1 | 94 | 8 | 4 | -4 | 1 | -13
- CSc1nc2ccc(NS(=O)(=O)c3ccc(Cl)s3)cc2s1
 : -17 | -3 | 1.2 | 91 | 7 | -2 | 19 | 1 | 3
- COc1ccc(NC(=O)N(CCO)Cc2cc3c(C)cc(C)cc3[nH]c2=O)cc1
 : -9 | 14 | 1.1 | 90 | -8 | -4 | 1 | 1.1 | 7
- CN(Cc1ccccc1)S(=O)(=O)c1ccc2[nH]cc(C(=O)NCC3CCCO3)c(=O)c2c1 (stereo not drawn)
 : 7 | 35 | 1.8 | 111 | 13 | 11 | -4 | 1 | -15
- Oc1ccc(Cl)cc1/C=N/c1nccs1
 : 0 | 2 | 1.2 | 164 | 4 | 1 | 4 | 1.1 | -10
- Cc1ccc(CS(=O)(=O)CCC(=O)NCc2ccc3c(c2)OCO3)cc1
 : -3 | 24 | 1 | 82 | 1 | -1 | 3 | 0.98 | 0
- COc1ccc(C(=O)N2CCN(S(=O)(=O)N3CCOCC3)CC2)cc1OC
 : 1 | -12 | 1.1 | 73 | 6 | 3 | -4 | 1 | 1
- COc1ccc2cc(CN(Cc3ccco3)C(c3nnnn3C3CCCCC3)C(C)C)c(=O)[nH]c2c1 (stereo not drawn)
 : -2 | 0 | 1.2 | 54 | 10 | 7 | -2 | 0.98 | -10
- CNC(=O)NCC12CC3CC(CC(C3)C1)C2
 : -1 | -7 | 1 | 94 | 9 | 2 | -2 | 0.99 | -6
- CC(=O)Nc1ccc(S(=O)(=O)Nc2nc3ccccc3nc2N2CCCC2)cc1
 : -6 | 15 | 1.1 | 95 | -2 | 4 | -1 | 1 | 1
- COc1cc(OC)cc(C(=O)NCC(=O)OC2CCOC2=O)c1 (stereo not drawn)
 : -1 | 20 | 1 | 98 | 10 | 4 | 0 | 0.98 | -9
- O=C(O)CNC(=O)c1ccccc1NC(=O)c1ccco1
 : 2 | 3 | 1.1 | 90 | -3 | -3 | -4 | 0.98 | -3
- Cc1cc(C(=O)O)c(=O)[nH]c1C
 : -5 | 13 | 1.7 | 102 | 5 | 3 | -1 | 0.99 | -2
- FC(F)(F)c1cccc(N2CCc3cn[nH]c32)c1
 : -1 | -12 | 1.1 | 106 | 4 | 0 | -3 | 1 | -17
- COc1ccc(OCC(=O)Nc2ccc(N3CCOCC3)cc2)cc1
 : 1 | -1 | 1.1 | 124 | 7 | 5 | 2 | 1 | 9
- NC(=O)N1c2ccccc2CC(=O)c2ccccc21
 : 0 | -15 | 1.1 | 91 | 5 | 6 | 0 | 1.1 | 7
- O=C1CC(N2CCN(c3ccc(Cl)c(Cl)c3)CC2)C(=O)N1 (stereo not drawn)
 : 8 | 6 | 1.1 | 56 | 4 | -10 | -6 | 1 | -9
- COCCN(CCOC)C(=O)c1c[nH]c2ccc(S(=O)(=O)N(C)c3ccc(F)cc3)cc2c1=O
 : · | 30 | 2.3* | 114 | 8 | · | 1 | 1 | 3
- COCCNC(=O)CN(c1ccc(C)cc1)S(=O)(=O)c1ccc(SC)cc1
 : -4 | 7 | 1 | 126 | 4 | 4 | -5 | 1 | -12
- Cc1ccc(N2CC(C(=O)NC3=NCCS3)CC2=O)cc1 (stereo not drawn)
 : · | 6 | 1.1 | 78 | 0 | · | -6 | 1.1 | -2
- CCCCNC(=O)c1cc(-c2ccc(OC)c(OC)c2)on1
 : 3 | 5 | 1.1 | 78 | 9 | 5 | 1 | 0.99 | -14
- CSCC[C@H](NC(=O)NCCC1=CCCCC1)C(=O)O
 : -3 | 4 | 1.1 | 77 | -2 | 0 | 2 | 1 | 3
- Cc1ccccc1COc1ccc(/C(O)=C2/C(=O)C(=O)N(CCCn3ccnc3)C2c2ccco2)cc1 (stereo not drawn)
 : 2 | 1 | 1.1 | 77 | 4 | 3 | -9 | 1.1 | 5
- Cc1noc(C)c1C(=O)Nc1sc(C)c(-c2ccccc2)c1C#N
 : 0 | 7 | 1 | 44 | 8 | 11 | -19 | 1.1 | -13
- Cn1c(NC(=O)c2ccccc2C(F)(F)F)cc(=O)n(C)c1=O
 : -4 | 1 | 1 | 59 | 5 | -1 | -2 | 1 | -7
- CCOC(=O)N1CCC(O)(c2cc(C)c(C)cc2C)CC1
 : -4 | 6 | 1 | 95 | -1 | -5 | -3 | 0.99 | -6
- CCc1nnc(NC(=O)CN2CCC(O)(c3ccccc3OC)CC2)s1
 : -4 | 8 | 1.1 | 112 | 1 | 1 | -4 | 1 | -5
- COc1ccc(-n2c(Cc3cccs3)nnc2SCC(=O)Nc2ccc3c(c2)OCCO3)cc1
 : 3 | 9 | 1.1 | 114 | 1 | 2 | -3 | 1 | 2
- Cc1ccccc1C(=O)Nc1ccc2nc3n(c(=O)c2c1)CCC3
 : 0 | -5 | 1.1 | 101 | 5 | 1 | 0 | 1 | -8
- O=C(NC1CCCCC1)C(c1ccccc1)N1CCC2(CC1)OCCO2 (stereo not drawn)
 : · | 9 | 1.1 | 116 | -6 | · | · | 1 | -7
- COc1ccc(-c2nc3cc(NC(=O)c4ccc5c(c4)OCO5)ccc3o2)cc1
 : 1 | 3 | 3.4* | 148 | 4 | 4 | 1 | 1.1 | 14
- O=C(Nc1nccs1)c1ccc(Cl)c(S(=O)(=O)N2CCCCC2)c1
 : · | -7 | 1.1 | 135 | · | · | -4 | 0.99 | -8
- CC(=O)c1c(C)nc(-c2ccc(Cl)cc2)nc1NC(=O)C(C)C
 : -9 | 1 | 1.1 | 73 | 0 | -9 | -6 | 1 | -1
- N#CC1=C(N)SC(N)=C(C#N)C1c1cccc(Oc2ccccc2)c1
 : 3 | 12 | 1.1 | 128 | 6 | 0 | -3 | 1 | 4
- N#CC1=C(N)C(C#N)(C#N)C(c2cccnc2)C2COCC=C12 (stereo not drawn)
 : 2 | 1 | 1.1 | 98 | 13 | 1 | -9 | 1 | -14
- COc1ccc(C(=O)COC(=O)CCCn2c(=O)oc3ccccc32)cc1
 : 0 | 21 | 1.1 | 80 | -1 | 1 | -2 | 0.98 | -2
- Cc1nc(Nc2nc(-c3ccccc3)cc(=O)[nH]2)nc2ccccc12
 : -4 | 14 | 1.1 | 71 | 0 | -2 | -2 | 1.1 | -6
- Cc1ccc2c(CC(=O)Nc3ccc(N4CCN(C)CC4)cc3C)coc2c1
 : 1 | 32 | 1.1 | 63 | 8 | 4 | 1 | 0.99 | 4
- COc1ccccc1NC(=O)c1ccc(NS(=O)(=O)c2c(C)noc2C)cc1
 : -1 | 3 | 1.1 | 78 | 6 | 5 | -4 | 1 | -9
- O=C(Cn1c(-c2ccco2)nc2ccccc21)N1CCCCC1
 : 6 | -13 | 1.4 | 94 | -1 | 4 | -12 | 1 | 3
- CC1CCCN(C(c2ccccc2)c2sc3ncnn3c2O)C1 (stereo not drawn)
 : 1 | -4 | 1.1 | 104 | 7 | 3 | -3 | 1.1 | -16
- Cc1cc(Nc2cccc(Cl)c2)n2ncnc2n1
 : -1 | 5 | 1.1 | 104 | 10 | 3 | -3 | 1 | -14
- CCN(CCO)Cc1cn[nH]c1-c1ccc(C)c(C)c1
 : -3 | 4 | 1 | 127 | -1 | 0 | -2 | 0.97 | -2
- CCCCNC(=O)CCCn1c(=S)[nH]c2cc3c(cc2c1=O)OCO3
 : · | -3 | 1.1 | 84 | 7 | · | -2 | 1.1 | -16
- O=C(Nc1c(F)cc(F)cc1Br)c1cc2nc(C(F)F)cc(C(F)F)n2n1
 : 0 | -1 | 1.1 | 100 | 9 | 10 | -1 | 1 | -13
- Cn1c(=O)c2c(n(C)c1=O)=NC1(CCCCC1)N=2
 : 4 | 14 | 1.2 | 88 | 9 | 8 | -4 | 1 | -16
- O=C(CCc1ccccc1)Nc1ccc(NC(=O)C2CC2)nc1
 : -1 | -14 | 1.1 | 99 | -1 | -2 | -3 | 1 | -3

(further entries)
Values run as follows: JNK3 blocker | DUSP1 inh | Fluor 339 460 | HER2 expr 66K | PKA kinase inh | ROCK2 inh | Hsp90 block | Abs 340nm | Cdc25B block
- O=C(c1cnc2sccn2c1=O)N1CCCc2ccccc21
 : 7 | 20 | 0.99 | 110 | -3 | 0 | -4 | 1.2 | 7
- CC[C@H]1OC(=O)C[C@@H](O)[C@H](C)[C@@H](O[C@@H]2O[C@H](C)C[C@H](N(C)C)[C@H]2O)[C@@H](CC=O)C[C@@H](C)C(=O)C=C[C@]2(C)O[C@H]2[C@@H]1C
 : -1 | 18 | 1.1 | 112 | -2 | 7 | 2 | 0.99 | -7
- COc1ccc2nc(NC(=O)C3CCCN(S(=O)(=O)c4cccs4)C3)sc2c1 (stereo not drawn)
 : 8 | 12 | 1.1 | 65 | 6 | 1 | -7 | 1 | -2
- CCOc1ccccc1Oc1coc2cc(O)ccc2c1=O
 : -1 | 5 | 4.7* | 54 | 9 | 10 | -1 | 1.1 | -6
- Cc1cc(C)c2[nH]c(=O)c(C(c3nnnn3Cc3ccc4c(c3)OCO4)N3CCC(C)CC3)cc2c1 (stereo not drawn)
 : 3 | 10 | 1.1 | 60 | -1 | 0 | -5 | 1 | 6
- COc1ccc(Cl)cc1-n1c(=S)sc2c(=O)[nH]c(SCC(=O)NCC3CCCO3)nc21 (stereo not drawn)
 : · | 28 | 1.1 | 14 | -5 | · | -5 | 1.2 | -9
- N#Cc1nc(-c2ccc(Cl)cc2)oc1NCCc1ccccn1
 : · | 3 | 2.4* | 70 | 0 | · | 0 | 1 | -11
